Source: PubChem BioAssay
TWEAK-Fn14 inh – TWEAK-Fn14 signaling inhibition | TWEAK-stimulated Fn14 reporter cells, luciferase luminescence, 8 h | inhibition, % at 10 µM | 360,000 compounds, 2% hits | AID 1159606; in the data active = inhibition above about 50%
HIF-2a block – blocks HIF-2a reporter activity | 786-0 RCC cells HIF-2a reporter, luciferase luminescence, overnight | inhibition, % at 18.8 µM | 360,000 compounds, 0.72% hits | AID 624352;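 active = inhibition of the luminescence signal of 40% or more relative to plate controls, in a single-dose primary screen at 18.75 µM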
Shn3 3UTR inh – inhibitors of Schnurri-3 3'UTR reporter in osteoblasts; inhibition, % at 12.5 µM; Clone20 osteoblast Shn3 3'UTR firefly luciferase, 24 h; 360,000 compounds, 0.52% hits; AID 588674;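 active = mean inhibition of at least 75% with every replicate also reaching 75%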;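 note: 0% = median of neutral control wells and 100% = pilot-screen positive control compound; some compounds past the cut are filed as inactive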
KKLEB cytotox – reduces viability of KKLEB cystic fibrosis airway cells. KKLEB CF airway cells viability, ATPlite luminescence, overnight; active compounds read low; cells stimulated with P. aeruginosa culture filtrate. activity change (cytotoxicity), % at 5 µM. 360,000 compounds, 0.36% hits. AID 602141;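 active = corrected activity change at or below -50% at 5 µM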
Peg3 prom inh – reduces Peg3 promoter-driven luciferase expression in HeLa; inhibition, % at 20 µM; AID 588405; 360,000 compounds, 1.7% hits; HeLa PEG-Prom luciferase reporter, luminescence, overnight;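 active = inhibition of at least 50% at 20 µM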
TRPM1 prom inh – reduces MITF-dependent TRPM1 promoter luciferase signal. SK-MEL-5 TRPM1 promoter luciferase, 24 h. inhibition, % at 12.5 µM. 330,000 compounds, 0.83% hits. AID 488899;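 active = mean inhibition across replicates of 60% or more, whatever share of single replicates reaches that level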; note: values of inactives mirror those of a sister screen read the other way
NR2E3 ag-1 – agonists of human NR2E3 nuclear receptor | 360,000 compounds, 0.35% hits | inhibition of corepressor binding, % at 3.98 µM | Q9Y5X4 | AID 602229 | CHO-S Gal4-NCOR/VP16-NR2E3 two-hybrid, luciferase;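 active = inhibition above the mean of all tested compounds plus 3 SD, cut at about 70% in these data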;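 note: 0% = DMSO with NR2E3 transfected cells and 100% = cells lacking NR2E3 construct; higher means lower luciferase signal from less NR2E3 corepressor binding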
Target sequence (Q9Y5X4 whole entry, looked up, the tested form may be a part): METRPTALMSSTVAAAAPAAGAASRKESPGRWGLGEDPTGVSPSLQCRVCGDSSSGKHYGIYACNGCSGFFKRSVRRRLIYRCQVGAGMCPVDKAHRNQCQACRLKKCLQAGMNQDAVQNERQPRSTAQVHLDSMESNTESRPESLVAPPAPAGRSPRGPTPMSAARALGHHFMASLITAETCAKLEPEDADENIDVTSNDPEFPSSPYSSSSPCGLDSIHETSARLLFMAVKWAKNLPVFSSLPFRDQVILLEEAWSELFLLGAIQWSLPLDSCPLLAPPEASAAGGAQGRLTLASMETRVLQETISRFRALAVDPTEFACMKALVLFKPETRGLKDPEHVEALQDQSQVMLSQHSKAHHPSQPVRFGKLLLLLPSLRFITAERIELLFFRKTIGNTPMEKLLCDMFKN
TROY NFkB inh – blocks TROY-dependent signaling in reporter cells; 360,000 compounds, 0.98% hits; Q293 LMP1-TROYcd NF-kB luciferase reporter, 4 h; inhibition, % at 10 µM;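 active = compounds whose plate-normalised and pattern-corrected inhibition of the luciferase reporter signal at the single screening dose is 50% or more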
C8 TRAIL sens – sensitizes caspase-8 expressing cells to TRAIL; NB7+C8 cells + TRAIL, ATPlite viability luminescence; inhibition (viability loss, TRAIL sensitization), % at 10 µM; 360,000 compounds, 1% hits; AID 624354;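 active = compounds causing at least 50% loss of cell viability in the single-dose screen, relative to plate controls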
CF NFkB inh – blocks PAF-induced NF-kB reporter in cystic fibrosis cells; KKLEB NF-kB-GFP reporter, GFP fluorescence overnight; inhibition, % at 5 µM; 360,000 compounds, 0.86% hits; AID 588850;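 active = at least 50% inhibition at 5 µM, scaled per plate between neutral and stimulator controls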;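 note: PAF is a Pseudomonas aeruginosa culture filtrate used as stimulus; plate controls were PAF-stimulated DMSO wells for no effect and unstimulated DMSO wells for full effect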
NR2E3 ag-2 – activates human photoreceptor nuclear receptor NR2E3. AID 2300. 320,000 compounds, 0.12% hits. inhibition of corepressor binding, % at 4.78 µM. GST-NR2E3/biotin-RetCOR TR-FRET, 1536-well;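 active = percent inhibition above the cutoff of mean plus 3 SD of all tested compounds, set per screening campaign, cut at about 20% in these data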;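 note: 0% = DMSO wells and 100% = biotin wells as full block of FRET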
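Material – GST-tagged NR2E3 plus biotinylated RetCOR corepressor · Quantity – NR2E3 fusion 1.35 nM · Times – 5 h incubation at 4 °C · Medium – pH 7.5 Tris-based buffer · Technique – TR-FRET, Eu(K)-anti-GST donor, streptavidin-D2 acceptor, ex 340, em 617/671 nm · Benchmarks – high control biotin, low control 0.6% DMSO · Format – 1536-well plates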
* = called active by the depositor; x = no result given. An excerpt (hit frequency here may not be typical).

cpd	SMILES	KKLEB cytotox	CF NFkB inh	TROY NFkB inh	Shn3 3UTR inh	NR2E3 ag-2	TRPM1 prom inh	HIF-2a block	NR2E3 ag-1	TWEAK-Fn14 inh	Peg3 prom inh	C8 TRAIL sens
1	NC(N)=N/N=C/c1cccc([N+](=O)[O-])c1O	20	-12	17	3	0	6	16	11	5	10	-8
2	Cc1nnc(NC(=O)c2c(F)c(F)c(F)c(F)c2F)s1	-3	19	-6	23	2	2	22	9	-8	-1	13
3	C=CCn1c(-c2cccnc2Cl)nc2cc(Cl)c(Cl)cc21	-8	15	-20	-12	3	-7	-31	-8	-18	-19	-14
4	Nc1ccc(C(=O)N2CCN(S(=O)(=O)c3ccc4c(c3)OCCCO4)CC2)cc1[N+](=O)[O-]	9	8	2	32	-2	8	17	13	0	4	-8
5	Cc1ccc(S(=O)(=O)NC(C)(C)C)cc1C(=O)OCC(=O)N1CCCC1=O	-1	8	-3	-16	1	4	-2	-15	9	4	-13
6	COc1ccc([N+](=O)[O-])cc1NC(=O)Nc1ccccc1	14	-26	5	15	-1	-5	-23	-7	3	-3	12
7	O=C(CN1CCN(c2ccccn2)CC1)N1CC(O)CO1 (stereo not given)	-11	-10	7	-29	0	12	1	-13	-7	13	-2
8	NC(=O)c1ccccc1N=Cc1ccccn1	-3	12	0	-10	-1	-8	15	11	-1	7	11
9	Cc1ccccc1NC(=O)c1cccc(N2C(=O)C3CCC(C)CC3C2=O)c1 (stereo not given)	2	-8	5	-8	1	6	8	-4	10	17	-35
10	Cc1ccc(C)c(N(C(=O)CNC(=O)c2ccco2)C(C(=O)NC2CCCC2)c2ccncc2)c1 (stereo not given)	6	-17	-3	4	0	3	7	-31	15	-7	-9
11	CC(C)Oc1cccc(C(=O)C2CCCN(C(=O)CCn3cnnn3)C2)c1 (stereo not given)	7	-12	-14	-14	3	-3	-52	-7	-15	-26	-1
12	Cc1ccc(NC(=S)NCCN2CCOCC2)cc1C	-8	-20	-10	8	1	5	-86	-28	6	-100	-5
13	COc1ccc(-c2nc3ccc(Br)cn3c2Cc2ccsc2)cc1OC	-4	14	-15	1	x	x	-66	-9	-22	-44	-5
14	CN(CCOCCOc1ccc(F)cc1)Cc1ccccc1	-1	-24	-34	0	2	9	-3	6	11	-2	-6
15	COc1cccc(CN2CCN(CC#Cc3ccccc3)CC2CCO)c1 (stereo not given)	10	-36	2	-33	x	12	2	-14	0	5	1
16	CCN1C(=O)[C@H]2[C@@H](c3ccc(C)cc3)N3C(=O)N(c4ccc(OC)cc4)C(=O)[C@@]3(Cc3ccc(Cl)cc3)[C@H]2C1=O	-5	17	-1	1	3	-2	2	14	14	-1	-4
17	O=C1CC(NS(=O)(=O)c2ccccc2)CN1c1ccc2c(c1)OCCO2 (stereo not given)	-8	26	-5	-3	0	-2	-19	-3	-9	-7	0
18	CCN(Cc1nc2cc(Cl)ccc2c(=O)[nH]1)C(=O)c1cc(C2CC2)nn1-c1ccccc1	-6	2	3	15	x	-8	13	8	7	33	30
19	CCCn1c(SC/C(O)=C(\C#N)c2nc3ccccc3[nH]2)n[nH]c1=O	-4	-11	-13	3	2	22	11	-15	13	1	-9
20	COc1ccc(Nc2nc(NCCN3CCOCC3)nc(Nc3ccc(OC)cc3)n2)cc1	-14	-14	-3	5	3	-19	14	21	3	23	-3
21	O=C(NCc1ccccc1F)C1CCCN1C(=O)Nc1ccccc1 (stereo not given)	11	2	4	7	2	6	7	7	-11	7	4
22	COc1ccc(Cn2nnnc2C(c2cc3cc(C)ccc3[nH]c2=O)N2CCOCC2)cc1 (stereo not given)	-13	-6	14	-28	1	2	-1	6	24	-2	-8
23	Cn1nnnc1SCCNC(=O)C1CCC(=O)N(CCc2ccccc2)C1 (stereo not given)	1	7	-3	16	1	8	18	23	11	4	-2
24	CCN(CC)C(=O)[C@H]1C[C@H](CC(=O)NCCC2=CCCCC2)C(=O)N2CCc3c([nH]c4cc(CCC(=O)N(C)C)ccc34)[C@]12C	7	10	-4	-2	x	1	3	-23	13	-2	-2
25	Cc1cc(NC(=O)COC(=O)c2nccnc2N)n(-c2ccccc2)n1	0	-19	-16	-6	-3	7	7	11	30	-2	7
26	COC(=O)Cc1cc(=O)[nH]c(/N=C(\N)Nc2ccc(C(C)C)cc2)n1	8	5	-7	26	2	4	8	-4	12	12	5
27	CCCSc1nc2c([nH]1)c(=O)n(C)c(=S)n2C	-28	15	-6	6	x	1	-11	-17	12	1	2
28	CCc1nnc(NC(=O)c2ccc3c(c2)C(=O)N(CC)C3=O)s1	-4	-6	-52	1	3	-8	-11	-10	0	-12	4
29	O=C(Nc1ccccn1)C(=O)N1CCCCC1	9	12	-9	-16	-6	-27	-50	-34	-1	-31	16
30	O=c1c(Cl)c(NCC2CCCO2)cnn1C12CC3CC(CC(C3)C1)C2 (stereo not given)	4	7	-2	x	3	3	11	-3	2	17	-5
31	Cc1nonc1NC(=O)CSc1nc2ccc(Cl)cc2[nH]1	9	-10	8	14	-1	9	-12	-20	-7	-6	3
32	COc1ccc2c(COC(=O)[C@@H]3CCCN3S(=O)(=O)c3ccc(Cl)cc3)cc(=O)oc2c1	-4	-4	27	-11	x	-2	3	22	-5	-11	-1
33	Cc1csc(=O)n1CCC(=O)O	0	-8	3	-18	0	-7	10	4	-5	-2	5
34	O=C(Cn1c(NCCO)nc2ccccc21)Nc1ccc2c(c1)OCCCO2	11	0	-9	4	x	-5	1	2	7	6	2
35	CCOc1ccccc1Nc1nnc(SCC(=O)NC2CCS(=O)(=O)C2)s1 (stereo not given)	-29	-7	-9	-25	x	0	7	-40	-5	11	6
36	COc1ccc(C2=NOC(Cn3nc(-c4ccccc4C)cc3C(=O)O)C2)cc1 (stereo not given)	24	2	-13	-18	0	1	2	-31	-12	-13	4
37	Nc1c(-c2ccc(Cl)cc2)cnc2c(-c3ccccc3)cnn12	-12	2	36	-72	-3	-73	-257	-116	16	-119	36
38	O=C(COC(=O)c1cccc(OC(F)F)c1)NC1CCCC1	10	-9	4	-1	1	17	12	-31	4	-7	7
39	CC(=O)c1ccc(OCCCCCCCOc2ccc(C(C)=O)cc2)cc1	-6	1	11	12	3	-6	19	8	-6	-5	0
40	C/C(Cn1nnc([N+](=O)[O-])n1)=N\NC(=O)c1ccc(O)cc1O	11	-8	-28	-49	1	12	11	-36	14	3	45
41	Cc1nc2ncccn2c1-c1csc(Nc2ccc(O)cc2)n1	-9	-47	1	23	x	6	-119	-36	-2	-18	-52
42	O=C1C(C=NCCN2CCOCC2)=C(O)c2ccccc21	-4	-10	43	-66	0	-38	-204	-51	31	-302	14
43	Cn1c(Cn2c(=O)sc3ccccc32)nnc1SCc1cccc(F)c1	6	12	-7	0	-1	3	8	20	-4	7	-6
44	COc1ccc(C2C3=C(CC(C)(C)CC3=O)Oc3ncn(CC(C)C)c(=N)c32)cc1 (stereo not given)	6	-1	-2	0	9	-19	19	-15	-18	21	1
45	CCN(C(=O)c1ccco1)c1nnc(-c2ccc(OC)cc2)s1	-19	8	-38	-127	-2	-41	-230	-146	-4	-215	69*
46	O=C(COC(=O)/C=C/c1cccc(F)c1)NNC(=O)c1ccccc1	6	7	-14	-32	1	-7	6	-14	14	6	-12
47	CCCC[C@@H]1CNC(=S)N1CCc1cccc2ccccc12	-27	27	-2	0	4	8	3	36	-2	7	-12
48	Cc1cc(C)c(NC(=O)CNC(=O)c2cc(C3CC3)nn2-c2ccccc2)c(C)c1	3	-14	-4	-85	1	-5	10	2	0	0	6
49	O=C(NCCCN1CCOCC1)C1CCN(S(=O)(=O)c2cccc(Cl)c2Cl)CC1	-4	5	5	7	2	4	27	-11	12	16	-2
50	O=C(Nc1ccncc1)Nc1ccccc1Cl	10	3	-22	26	0	-4	-143	-37	-24	-69	0
51	CCOC(=O)C1CCN(C(=O)CCc2c(C)nc3cc(-c4ccccc4)nn3c2C)CC1	-5	20	-34	32	1	30	69*	-23	2	-50	15
52	CCOc1cc(/C=C/c2nc3cc(C)c(C)cc3s2)ccc1OCC(=O)N1CCOCC1	-10	-14	24	-33	-1	3	-21	-30	37	-11	-3
53	COc1ccc(/C=C/C(=O)N2CCOCC2)cc1OC	-2	-3	-14	-12	1	2	8	-18	-12	11	1
54	CCN(C(=O)CN1CCN(C)CC1)c1cccc2ccccc12	-7	7	7	6	2	14	15	-3	-4	3	13
55	O=C(/C=C\c1ccc2c(c1)OCO2)NC1(C(=O)Nc2ccc3c(c2)OCO3)CCCCC1	0	6	-8	4	0	-10	26	15	-14	15	12
56	O=C(NC1=NCCS1)Nc1ccccc1	-8	3	-45	-44	1	-42	-118	-123	24	-191	22
57	C[C@@H]1CN([C@@H](C)CO)C(=O)c2cccc(NS(=O)(=O)c3ccc(F)cc3)c2O[C@H]1CN(C)C(=O)NC1CCCCC1	-19	27	-6	15	x	-3	-10	4	0	7	-15
